Screens deposited in PubChem BioAssay by Broad Institute.
ERp5 block = ERp5 (human) disulfide isomerase inhibition; Q15084; inhibition, % at 9.99 µM; AID 651711; 0.05% of 350,000 active; ERp5 insulin aggregation, absorbance 650 nm, 90 min;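 active means mean replicate inhibition above about 25%, with every replicate also reaching it, limit read from the data, passing the limit was not always enough; inconclusive means only one of those two criteria met; inactive means neither criterion met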
Target sequence (Q15084 whole entry, looked up): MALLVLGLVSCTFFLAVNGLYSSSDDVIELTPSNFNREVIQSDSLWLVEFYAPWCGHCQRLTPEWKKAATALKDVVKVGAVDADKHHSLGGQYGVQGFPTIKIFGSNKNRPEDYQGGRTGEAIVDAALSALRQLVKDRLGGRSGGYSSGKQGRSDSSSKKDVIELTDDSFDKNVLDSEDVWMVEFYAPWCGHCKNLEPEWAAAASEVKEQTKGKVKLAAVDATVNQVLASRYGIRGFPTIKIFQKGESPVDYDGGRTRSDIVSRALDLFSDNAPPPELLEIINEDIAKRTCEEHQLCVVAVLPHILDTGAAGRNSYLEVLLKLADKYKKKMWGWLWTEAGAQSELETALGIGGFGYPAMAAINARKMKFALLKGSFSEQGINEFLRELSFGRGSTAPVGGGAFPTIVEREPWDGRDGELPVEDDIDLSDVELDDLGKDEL
XiGFP reactiv = X-chromosome reactivation activator | XiGFP mouse fibroblasts, % GFP-positive cells imaging, 3 d; cells co-treated with 5-aza-dC sensitizer; scaled so ellipticine positive control = 100% | 0.055% of 360,000 active | activation, % at 7.58 µM;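 active means mean normalized replicate activation at least 10% and every replicate at or above 10%; inconclusive means only one of the two criteria met; inactive means mean below 10% and not all replicates reach 10%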;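 further: 0% = median of on-plate neutral control wells and 100% = ellipticine 6 µM median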
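assay system = SV40-immortalized XiGFP fibroblast cells, line 68-5-11 | buffer or medium = DMEM plus 5-aza-dC sensitizer | doses = single-point pinned compound dosing | times = 3-day compound exposure, then 15 min fixation at room temperature | benchmarks = positive control ellipticine, 6 µM final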
EWS-Fli block = blocks EWS/Fli oncoprotein-driven transcription. A673 NR0B1-luciferase reporter, viability-normalised. inhibition, % at 12.6 µM. 0.67% of 350,000 active;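 active means mean inhibition of at least 50% after viability correction, with every replicate also passing that limit; inconclusive means mean reaches 50% but only one of two replicates passes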;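 further: firefly luciferase signal divided by Alamar Blue viability fluorescence both relative to DMSO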
GSIS activator = primary screen for activators of insulin secretion dependent on glucose, INS-1E cells, GLuc reporter luminescence; 0.61% of 370,000 active; activation, % at 16.6 µM; INS-1E GLuc reporter insulin secretion, 2-3 h;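 active means lowest replicate activation of at least 40%, so every replicate reaches that level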;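 further: 0% = median of neutral control wells and 100% = median of IBMX positive control wells; some compounds called inactive have numbers as strong as hits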
F508del corr = correctors of CFTR F508del function in bronchial epithelial cells | CFBE cells, YFP halide quenching; stimulated with forskolin plus potentiator P3; % fluorescence drop versus neutral controls | activity (quench increase), % at 7.58 µM | 0.36% of 350,000 active;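 active means mean added fluorescence quench of at least 8% versus neutral control, with both replicates also reaching 8%; inconclusive means only one of the mean or replicate conditions met; inactive means mean below 8% and not both replicates reaching 8%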;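 further: cells transiently co-express mutant CFTR-F508del with the halide-sensitive YFP; corrector assay measuring rescue of mutant channel to the surface after 24 h compound exposure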
DENV2 CPE = inhibitors of DENV2 cytopathic effect | DENV2-infected cells, cytopathic effect rescue, plate reader | CPE inhibition, % at 9.99 µM | 1.7% of 350,000 active | AID 651640; in the data active means CPE inhibition above about 20%, passing the limit was not always enough; inconclusive means no clear call, values can overlap the other calls; tested in BHK-21 cells;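 further: 0% = median of neutral control wells and 100% = median of positive control wells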
PAX8 inh HTS = PAX8 transcriptional activity inhibition; RMG-I TPO-luciferase reporter, SteadyGlo, 24 h; 1.2% of 360,000 active; inhibition, % at 12.6 µM;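 active means mean replicate inhibition at least 60% with every replicate also reaching 60%; inconclusive means only one of the two criteria is met; inactive means mean below 60% and not all replicates reaching 60%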;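 further: luciferase light reporting Pax8 driven TPO promoter activity; plate controls were median of neutral control wells for no effect and mitoxantrone controls for full effect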
ARNT TACC3 PPI = disrupts binding between human ARNT and TACC3 | Q9Y6A5 | AlphaScreen His-ARNT PAS-B/GST-TACC3 binding, luminescence; TACC3 fragment carries E629A point mutation | inhibition, % at 9.99 µM | 0.66% of 390,000 active | AID 623870;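 active means mean inhibition of replicates at least 50% and at least half of replicates each reaching 50%; inconclusive means half or more replicates reach 50% but mean below 50%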;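 further: 0% = complete ARNT plus TACC3 wells and 100% = ARNT alone without TACC3; many hits fall short of the cut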
Numbers without * were called inactive; ? = inconclusive; nt = not tested or not shown.

molecule	ERp5 block	DENV2 CPE	F508del corr	GSIS activator	XiGFP reactiv	PAX8 inh HTS	ARNT TACC3 PPI	EWS-Fli block
Cn1cc(CN2CCc3c([nH]c4ccccc34)C2C2CCCCC2)cn1 (configuration not stated)	-2	6	-0.3	2	-0.1	5	-1	12
O=C(N[C@H]1CC[C@@H](CCNS(=O)(=O)c2ccc(F)cc2)O[C@H]1CO)C1CC1	-2	0	-0.1	-3	0.1	-1	-4	0
CO[C@H]1CN(C)C(=O)c2ccc(NC(=O)c3cnccn3)cc2OC[C@@H](C)N(C(C)=O)C[C@H]1C	-5	0	-1.2	-12	0.0	nt	-3	-6
CCOc1ccc(CCN2C(=O)c3ccc(C(=O)O)cc3C2=O)cc1OCC	0	-1	-0.8	17	0.0	-15	-1	10
Cc1cccc(N(C)C(=O)COc2cc(=O)n(C)c3ccccc23)c1	7	-12	5.9	1	0.4	-5	-1	0
Cn1c(=O)oc2cc(S(=O)(=O)N3CCC(C(=O)NCc4ccccc4)CC3)ccc21	5	1	0.1	-4	1.5	12	-6	12
Cc1ccccc1-c1cnc2c(c1)C(=O)N([C@H](C)CO)C[C@@H](C)[C@@H](CN(C)Cc1ccccc1F)O2	1	6	-0.3	-6	0.0	nt	-2	8
NC(=O)CC(NC(=O)c1ccc(Br)cc1)c1ccc(NCc2ccc(F)c(F)c2)c([N+](=O)[O-])c1 (configuration not stated)	5	-1	-2.6	9	0.1	-3	2	-5
O=C(Cn1ccc2ccccc2c1=O)NCCC(=O)N1CCCCC1	5	-5	-1.4	11	0.2	-17	6	12
COc1ccc(S(=O)(=O)Nc2cccc3c2O[C@H](CN(C)C(=O)Nc2ccc(C(F)(F)F)cc2)[C@H](C)CN([C@@H](C)CO)C3=O)cc1	-13	-15	1.4	-29	0.1	nt	-6	6
Cc1csc(SC(C)C(=O)Nc2ccccc2C)n1 (configuration not stated)	nt	-3	-3.5	2	0.1	-1	3	2
C[C@H](CO)N1C[C@H](C)[C@H](CN(C)CC2CC2)Oc2cc(C#C[C@@H](C)O)ccc2S1(=O)=O	nt	nt	-4.8	6	-0.9	nt	nt	-9
Cc1cc(C)cc(C(=O)NC(CC(N)=O)c2ccc(N3CCN(c4ccccc4)CC3)c([N+](=O)[O-])c2)c1 (configuration not stated)	3	nt	0.0	nt	-0.3	11	-1	-9
CN(C)S(=O)(=O)c1ccc(NC(=O)c2ccncc2)cc1	-6	5	-0.8	-1	0.0	-13	-3	-7
CO[C@@H]1CN(C)C(=O)c2ccc(NS(C)(=O)=O)cc2OC[C@@H](C)N(Cc2cccnc2)C[C@H]1C	nt	nt	2.1	3	0.0	nt	nt	7
CCc1ccc(NS(=O)(=O)c2cccc3nonc23)cc1	4	-3	1.8	-14	?	5	14	1
O=C(c1cccs1)c1c[nH]cc1-c1ccccc1	0	-5	-3.6	8	0.1	-7	nt	4
O=C(O/N=C(\c1ccccc1)c1ccncc1)c1ccccc1Cl	1	18	-2.9	8	0.0	-46	-6	1
CCN1CCN(c2ccc(S(=O)(=O)N3CCCCC3)cc2NC(=O)c2ccc(C)c(C)c2)CC1	-4	38*	-2.3	-35	0.1	-4	12	14
Cc1ccccc1NC(=O)C1c2ccccc2Oc2ccccc21	-2	8	2.5	-3	0.0	-14	-20	-10
O=C(NNc1ccc(O)cc1)c1ccc(Br)cc1	3	-10	2.7	4	0.5	19	17	4
C[C@H](CO)N1C[C@H](C)[C@@H](CN(C)Cc2ccc3c(c2)OCO3)OCCCC[C@H](C)Oc2ccc(NC(=O)Nc3ccccc3)cc2C1=O	0	-2	-1.7	-22	0.3	-20	-2	2
Cc1ccc(CC2CC(=O)N(c3ccc(C)cc3)C2=O)cc1 (configuration not stated)	7	3	1.5	8	0.2	13	3	-7
CC1CC(C)CN(S(=O)(=O)c2ccc(NC(=O)CN3CCCCCC3)cc2)C1 (configuration not stated)	-1	11	0.9	-14	0.0	11	-10	16
C[C@@H]1CN([C@H](C)CO)C(=O)c2c(c3ccccc3n2C)-c2ccccc2CO[C@@H]1CN(C)C(=O)[C@H](C)c1ccccc1	1	-12	-0.6	-34	-0.1	6	nt	5
Cn1nccc1NS(=O)(=O)c1ccc(F)cc1	2	5	-0.8	7	-0.1	4	-2	3
COCN(C#N)c1nc(OC)nc(OC)n1	-4	-3	1.1	0	nt	nt	1	-5
Cc1noc(NS(=O)(=O)c2ccc(NC(=O)c3cc(=O)c4ccccc4o3)cc2)c1C	5	2	2.2	15	0.1	7	5	1
CC(C)(C)c1ccc(C(=O)N2CCC2(C)C(=O)NCc2ccc3c(c2)OCO3)cc1 (configuration not stated)	8	5	2.5	nt	0.0	16	nt	2
COc1ccc(CCNC(=O)C2CCN(S(=O)(=O)c3ccc(OC)c(OC)c3)CC2)cc1OC	3	-1	-3.3	9	0.1	3	-3	10

Not a retest: 4 of the compounds above.
molecule	ERp5 block	DENV2 CPE	F508del corr	GSIS activator	XiGFP reactiv	PAX8 inh HTS	ARNT TACC3 PPI	EWS-Fli block
Cn1cc(CN2CCc3c([nH]c4ccccc34)C2C2CCCCC2)cn1 (configuration not stated)	-2	6	-0.3	2	-0.1	5	-1	12
O=C(N[C@H]1CC[C@@H](CCNS(=O)(=O)c2ccc(F)cc2)O[C@H]1CO)C1CC1	-2	0	-0.1	-3	0.1	-1	-4	0
CO[C@H]1CN(C)C(=O)c2ccc(NC(=O)c3cnccn3)cc2OC[C@@H](C)N(C(C)=O)C[C@H]1C	-5	0	-1.2	-12	0.0	nt	-3	-6
CCOc1ccc(CCN2C(=O)c3ccc(C(=O)O)cc3C2=O)cc1OCC	0	-1	-0.8	17	0.0	-15	-1	10

Additional compounds follow:
molecule	ERp5 block	DENV2 CPE	F508del corr	GSIS activator	XiGFP reactiv	PAX8 inh HTS	ARNT TACC3 PPI	EWS-Fli block
O=C(/C=C/c1cn(-c2ccccc2)nc1-c1cccnc1)N1CCCCC1	-2	7	-0.9	-21	0.0	2	0	-3
O=C(Cc1ccc([N+](=O)[O-])cc1)NCc1ccc2c(c1)OCO2	-4	8	nt	6	0.3	3	-9	-10
CCCc1cc(=O)n2[nH]cc(-c3ccc(Cl)cc3)c2n1	-1	-7	1.3	0	0.1	29	5	23
Cc1cccc(NC(=S)NCCN2CCOCC2)c1	5	2	nt	-6	0.8	-19	-7	-10
COC(=O)[C@@H](Cc1ccccc1)N(Cc1ccccc1)S(=O)(=O)N(Cc1ccccc1)[C@H](Cc1ccccc1)C(=O)OC	2	-9	2.5	3	-0.2	20	-7	21
CC(C)CC#Cc1ccc([C@@H]2[C@H]3CN(C(=O)NC4CCCC4)CC(=O)N3[C@H]2CO)cc1	5	3	-2.3	4	0.3	nt	nt	-1
Cc1c(N=C2C=CC(=O)c3ccccc32)c(=O)n(-c2ccccc2)n1C	1	nt	-4.1	-19	0.0	11	39	41
CCCC#Cc1ccc2c(c1)[C@H]1[C@H](CCN1S(=O)(=O)c1cn(C)cn1)[C@H](CO)N2	1	65*	0.8	6	0.1	nt	nt	nt
O=C(NCC(=O)N1CCCC(C(F)(F)F)C1)c1ccc2ccccc2c1 (configuration not stated)	-1	-3	0.1	-16	0.1	nt	1	-19
CN1C(=O)c2cc(NC(=O)c3cccc(Cl)c3)ccc2OC[C@H]2O[C@@H](CC(=O)NC3CCCCC3)CC[C@@H]21	nt	-8	0.7	6	0.2	nt	nt	1
O=C(Nc1ccccc1N1CCCC1)c1cccc(-c2cc3ccccc3oc2=O)c1	nt	nt	nt	2	0.1	-83	1	nt
COc1cc(Nc2nc3c(N)cc(C(F)(F)F)cc3nc2-c2ccccc2)cc(OC)c1OC	19	1	-4.8	7	0.0	-9	6	3
O=C(Nc1nnc(-c2ccncc2)o1)c1ccccc1F	-4	-5	-0.3	-3	0.2	-14	1	6
CC(NC(=O)c1ccccc1)C(=O)N/N=C/c1ccc(O)cc1 (configuration not stated)	-1	1	nt	-5	-0.1	-10	nt	-13
COc1ccc(NS(=O)(=O)c2cc(NC(=O)/C=C/c3cc(OC)c(OC)c(OC)c3)ccc2N2CCCCC2)cc1	nt	nt	nt	-3	0.0	12	1	nt
COc1cc2nc(COc3ccccc3[N+](=O)[O-])oc(=O)c2cc1OC	7	-3	nt	9	0.1	-8	3	-3
CCC(O)(CC)C(=O)NN(C(=O)Nc1csc2c1CCCC2)c1ccccc1	nt	nt	nt	-5	0.0	15	-4	nt
COCCn1c(SCC(=O)NC2CC2)nnc1-c1ccc(Cl)cc1	-1	-2	-0.9	18	0.1	-8	-29	-5
O=C(O)c1cn(Cc2ccccc2)c2ccc(Cl)cc2c1=O	2	-8	-0.9	5	-0.2	6	-7	0
COc1ccccc1Nc1nc2ccccc2n2cnnc12	6	2	0.3	5	0.3	1	-1	-60
Cc1cccc(-c2ccc([C@@H]3[C@@H](CO)N4C(=O)CN(C(=O)Cc5ccccn5)C[C@@H]34)cc2)c1	-1	11	0.4	-11	0.3	10	nt	4
CCC(=O)N(C1=C(NC)C(=O)c2ccccc2C1=O)C(C)C	-4	16	-1.9	-9	0.3	74*	16	-6
CN(C)C(=O)c1ccc(NC(=O)COC(=O)C2=COCCO2)cc1	14	-1	0.8	26	-0.1	-3	-4	-9
COC(=O)c1ccc(NC(=S)NN2CCOCC2)cc1	0	4	-3.2	11	0.0	-22	4	-13
Cc1sc2ncnc(N3CCC(C(=O)Nc4ccc(S(N)(=O)=O)cc4)CC3)c2c1C	-2	0	4.6	19	-0.5	-13	7	3
CC1CN(C(=O)Nc2cccc(Cl)c2)C2(CCCCCC2)O1 (configuration not stated)	5	1	2.0	-7	-0.1	9	nt	7
COc1ccc(NC(=O)C2Cc3c(-c4cccc(NC(C)=O)c4)ccnc3O2)cn1 (configuration not stated)	5	-6	2.8	-14	0.4	51	nt	63*
COc1cccc(COCC(O)Cn2cnc3cc(C)c(C)cc32)c1 (configuration not stated)	4	-4	1.0	nt	0.3	6	2	6
CO[C@H]1CN(C)C(=O)c2cc(NC(=O)Nc3c(C)noc3C)ccc2OC[C@H](C)N(CC2CC2)C[C@H]1C	2	-2	5.2	5	-0.5	-27	-5	-4
COc1ccc(OC)c(N(CC(=O)NCC2CCCO2)S(=O)(=O)c2ccccc2)c1 (configuration not stated)	-1	?	-1.3	26	0.2	9	-4	7
CC(=O)Nc1ccc(S(=O)(=O)NC2(C(F)(F)F)C(=O)Nc3c2c(=O)n(C)c(=O)n3C)cc1 (configuration not stated)	-3	nt	-2.7	9	nt	nt	-4	10
CS(=O)(=O)Nc1cccc(C2=NN(S(C)(=O)=O)C(c3ccccc3)C2)c1 (configuration not stated)	2	3	-3.0	-1	0.2	-29	nt	-2
COCCNC(=O)CN(Cc1ccccc1)S(=O)(=O)c1ccc2nc(C)sc2c1	5	13	-1.8	15	0.0	22	-3	8
C=CCNC(=O)c1cc2c(=O)n3cccc(C)c3nc2s1	3	-1	-2.3	14	0.1	-18	-1	-45
